Screens: PubChem, National Center for Advancing Translational Sciences (NCATS)
TSHR antagonist – human thyrotropin receptor antagonism. TSHR-expressing cells, TSH-stimulated cAMP HTRF, 2 h; active compounds read low. activity change, negative = inhibition, % at 11.5 µM. 330,000 tested, 0.2% active;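 active means activity change below a set negative limit, meaning inhibition stronger than a set level, cut at about -70% in these data; inconclusive means activity change between two set negative limits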; further: on the % scale 0 is the no-effect control and ±100 the full control effect
Target sequence (P16473 whole entry, looked up): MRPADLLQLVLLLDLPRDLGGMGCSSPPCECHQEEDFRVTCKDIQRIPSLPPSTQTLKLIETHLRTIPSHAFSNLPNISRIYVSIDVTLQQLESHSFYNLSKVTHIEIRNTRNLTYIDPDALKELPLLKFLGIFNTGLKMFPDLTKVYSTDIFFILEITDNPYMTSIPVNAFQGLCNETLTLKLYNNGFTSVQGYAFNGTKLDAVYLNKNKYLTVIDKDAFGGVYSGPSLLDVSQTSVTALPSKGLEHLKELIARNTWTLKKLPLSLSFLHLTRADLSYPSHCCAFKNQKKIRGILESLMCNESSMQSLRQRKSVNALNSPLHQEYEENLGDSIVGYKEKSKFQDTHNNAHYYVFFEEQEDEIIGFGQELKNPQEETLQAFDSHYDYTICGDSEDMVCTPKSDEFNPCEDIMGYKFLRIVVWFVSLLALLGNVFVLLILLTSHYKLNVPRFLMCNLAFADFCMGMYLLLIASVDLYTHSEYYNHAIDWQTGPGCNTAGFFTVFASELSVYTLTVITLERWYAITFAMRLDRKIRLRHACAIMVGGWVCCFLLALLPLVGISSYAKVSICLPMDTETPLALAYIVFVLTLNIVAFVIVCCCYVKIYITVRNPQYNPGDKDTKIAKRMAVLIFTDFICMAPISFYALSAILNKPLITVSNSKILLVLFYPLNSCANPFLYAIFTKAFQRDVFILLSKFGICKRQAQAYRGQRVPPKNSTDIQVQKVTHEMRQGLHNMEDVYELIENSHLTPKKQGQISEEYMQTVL
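Inhibition of cAMP made by TSHR-expressing cells under TSH stimulation (4nM final, EC80; 2 h, 37 deg C) is quantified with a one-step lysis HTRF kit, anti-cAMP cryptate versus cAMP-d2.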
Tb PFK block – T. brucei PFK enzyme inhibition; 330,000 tested, 0.17% active; AID 485367; Potency, µM (highest dose often 57.5 µM), for inactives: top-dose activity, negative = inhibition, hits mostly inhibitors; T. brucei PFK, ADP-Glo luminescence;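 further: potency means the concentration at half of the fitted maximal effect; 0% = uninhibited 1x PFK enzyme wells and -100% = no-enzyme wells; nearly all actives have a fitted effect of over 60% in size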
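Luminescent ADP detection (ADP-Glo, two-step: ATP depletion then ADP-to-ATP conversion for luciferase) reported PFK activity after 45 min room-temperature reaction of 1.25 nM enzyme with 0.5 mM F6P and 0.1 mM ATP at pH 8.0.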
Chronic BCR inh – inhibitors of chronic active B-cell receptor signaling; ABC-DLBCL IkBa-CBG/CBR reporter, luminescence ratio, 4 h; Potency, µM (doses to about 46.1 µM), for the others: top-dose ratio change, negative = lower green/red ratio, usual class: inhibitors; 340,000 tested, 0.05% active; AID 493014; active means well fitted inhibition curve with a large enough effect in the signal ratio, with a control signal flat, not every such curve was filed as active; inconclusive means small, poorly fitted or top-dose-only effect, or effect the other way, or a change in a side signal; the % refers to the signal ratio;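 further: potency means the concentration at half of the fitted maximal effect; plate controls were basal doxycycline-induced cells for no effect and cells given 10 µM MG132 for full effect; MG132 reads +100%, hits lower the ratio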
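Concentration-response series (up to 46 uM) were applied to TMD8 dual-reporter cells for 4 h at 37C with doxycycline. Green/red ratio, after filter-overlap correction, defined %Activity; red signal alone was normalised to basal cells and zero luminescence.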
Eya2 phos inh – Eya2 (human) phosphatase inhibition | Potency, µM (series often up to 76.9 µM), for the others: at the highest dose activity, negative = inhibition, hits mostly inhibitors | O00167 | 330,000 tested, 0.006% active | recombinant Eya2, OMFP fluorescence dephosphorylation (OMFP is methylfluorescein phosphate); further: potency means the concentration at half of the fitted maximal effect; on the % scale 0 is the no-effect control and ±100 the full control effect
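Eya2 (0.2 uM) preincubated 10 min at ambient with compound, then OMFP substrate added at 50 uM; 10 min reaction in 50 mM HEPES pH 7.5, 50 mM NaCl, 5 uM MgCl2, 0.05% BSA, 1 mM DTT. Fluorescence read at Ex 485/Em 525 nm.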
Integrin act MD – activates integrin-mediated alleviation for muscular dystrophy; alpha7betagal myoblasts, beta-gal FDG fluorescence, 48 h; Potency, µM (highest dose often 38.3 µM), without a hit: at the highest dose activation, hits mostly activators; 350,000 tested, 0.064% active;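 further: potency means the concentration at half of the fitted maximal effect; 100% = response of the positive control SU9516; nearly all actives have a fitted effect of over 60% in size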
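alpha7betagal+/- myoblasts (passage 13, 250/well) treated 48 h at 37C with compounds at 1:260 dilution of DMSO stock. Lysed, then beta-galactosidase activity read as FDG fluorescence (ex 480/em 540) after 30 min, with pre-read for autofluorescence.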
TSG101-PTAP inh – blocks PTAP/TSG101 interaction to inhibit HIV-1 budding | Potency, µM (top dose mostly 115 µM), inactives show at the highest dose activity change, negative = inhibition, most hits filed as inhibitors | AID 493005 | Fluorescence polarization, FITC-PTAP peptide / Tsg101 binding | 340,000 tested, under 10 active | Q99816; active means well fitted inhibition curve with a large enough effect in the main read-out, with a control signal flat, not every such curve was filed as active; inconclusive means small, poorly fitted or top-dose-only effect, or effect the other way, or a change in a side signal; inactive means no such curve, though single readings can be large or run the other way; further: potency means the concentration at half of the fitted maximal effect; % of control where 0% means no effect
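Steps: Tsg101 binding domain dispensed (10 uM final), compounds pinned in DMSO, FITC-labeled PTAP-motif peptide added (50 nM final); after 20 min binding at room temperature, polarization measured.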
Mito fusion yeast – blocks mitochondrial division or promotes mitochondrial fusion; S. cerevisiae fusion-defective mutant growth rescue, CellTiterGlo 48 h; Potency, µM (doses to about 46.1 µM), for inactives: top-dose growth rescue (activation), actives largely listed as activators; 320,000 tested, 0.23% active; AID 485298;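 further: potency means the concentration at half of the fitted maximal effect; % of control where 0% means no effect; nearly all actives have a fitted effect of over 45% in size; temperature-sensitive fusion mutants such as fzo1-1 at 37 °C on non-fermentable ethanol glycerol medium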
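Growth-rescue viability read-out: after 48 h at the non-permissive 37C in glycerol/ethanol YPEG, yeast mitochondrial fusion mutants are measured by CellTiterGlo luminescence; compounds (23 nl pinned per well) restoring growth score as division inhibitors or fusion activators.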
TCR activator – activates T cell receptor signaling | primary human leukocytes, anti-CD3, IL-2 HTRF, 48 h | Potency, µM (highest dose often 9.22 µM), inactives show top-dose activation of IL-2 secretion, hits mostly activators | 330,000 tested, under 10 active; further: % of control where 0% means no effect
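Readout: HTRF IL-2, Eu-cryptate/d2 antibody pair, 320nm excitation, 665nm emission. Stimulus: a-CD3 beads, no co-stimulation. Cells: primary human leukocytes. Exposure: 48 hr with compound.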
ELG1 repair inh – inhibitors of ELG1-dependent DNA repair in HEK293T cells. HEK293T ELG1-luciferase reporter, luminescence, 16 h; DNA damage induced by 5-fluorouridine. Potency, µM (doses to about 46.1 µM), without a hit: at the highest dose activity change, negative = inhibition, actives largely listed as inhibitors. 330,000 tested, 2.3% active; further: potency means the concentration at half of the fitted maximal effect; on the % scale 0 is the no-effect control and ±100 the full control effect; nearly all actives have a fitted effect of over 55% in size
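In this reporter screen, reduction of luminescence relative to DMSO vehicle indicated activity. Compounds and 5-fluorouridine were added together to 2,000 cells per well, incubated for 16 hr at 37 °C, then developed with ONE-Glo.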
ASM inhibitor – inhibitors of human secretory acid sphingomyelinase | AID 504937 | 340,000 tested, 0.006% active | placental ASM, HMU-PC fluorogenic substrate, 60 min | P17405 | Potency, µM (top dose mostly 57.5 µM), without a hit: at the highest dose activity change, negative = inhibition, usual class: inhibitors; further: potency means the concentration at half of the fitted maximal effect
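qHTS format. ASM enzyme prepared from human placenta hydrolyses the fluorogenic substrate HMU-PC0 (9 uM final) over 60 min at 37 °C after a 10 min compound preincubation.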
AT treatment – potential ataxia-telangiectasia treatment; Potency, µM (series often up to 57.5 µM), for the others: at the highest dose activation, most hits filed as activators; […] A-T fibroblasts, KAP-1 phosphorylation AlphaLISA; neocarzinostatin DNA damage 30 min before lysis; 320,000 tested, 0.19% active; AID 485349; further: potency means the concentration at half of the fitted maximal effect; % of control where 0% means no effect; nearly all actives have a fitted effect of over 45% in size
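ATM-like activity read as KAP-1 phosphorylation via AlphaLISA donor/acceptor antibody pairs after lysis and 6 hr at 25C. Cells were ATM-null patient fibroblasts ([…], hTERT), dosed 60 min, then exposed to the DSB inducer NCS for 30 min.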
An asterisk follows results filed as active; ? = inconclusive; / = not tested or not shown; [ ] = remark or other dose. Unless noted, the call rests on the fitted dose curve; in most records, active means well fitted curve in the direction sought with a large enough effect; inconclusive means small, poorly fitted or top-dose-only effect, or another doubt; inactive means no such curve, though single readings can be large; an effect the other way counts as inactive or inconclusive.

SMILES	TSHR antagonist	Tb PFK block	Chronic BCR inh	Eya2 phos inh	Integrin act MD	TSG101-PTAP inh	Mito fusion yeast	TCR activator	ELG1 repair inh	ASM inhibitor	AT treatment
CCn1c(/C=C/c2cc(Br)ccc2O)nc2ccccc2c1=O	-8	0%	-22%	-7%	?	-1%	0%	-5%	?	37%	5%
C=CCn1c(N)cc(=O)nc1SC(C)C(=O)Nc1cccc2ccccc12 (stereo not drawn)	-10	-4%	9%	-12%	10%	-2%	-3%	-6%[46.1 µM]	8%	0%	1%
C/C=C/Cn1c(SCc2ccccc2)nc2c1c(=O)[nH]c(=O)n2C	-11	3%	-2%	-15%	1%	-3%	22%	7%	-9%	-4%	-2%
CC(=O)Nc1ccc(S(=O)(=O)N2CCN(c3cc(C)nc4ncnn34)CC2)cc1	-3	3%	5%	?	6%	-2%	-2%	1%	9%	-2%	-3%
Cc1cc(NC(=O)c2sc(Nc3ccc(F)c(Cl)c3)nc2N)no1	-1	-1%	?	9%	-14%	1%	-2%	/	14%	0%	0%
O=S(=O)(c1ccccc1Cl)N1CCC(Cc2ccccc2)CC1	-6	-6%	-9%	?	?	0%	20%	5%	-21%	-2%	5%
O=C(/C=C/c1ccccc1Cl)c1ccc(O)cc1	-5	13%	?	7%	-44%[inhibitor]	2%	?	9%	?	-4%	11%
CC1CCN(C(=O)c2ccc(CNc3c(N4CCCC4)c(=O)c3=O)cc2)CC1	2	-1%	0%	-13%	1%	-5%	-3%	6%	5%	-1%	17%
COCCCNc1nc2c(-c3ccc(Cl)cc3)nnn2c2ccccc12	6	-1%	-3%	-4%	-15%	-3%	-3%	-1%	16%	151%[activator]	6%
CCOc1ccc(CNC(=O)C2CCN(S(=O)(=O)c3ccc4c(c3)CCCC(=O)N4)CC2)cc1	10	-1%	3%	6%	62%	1%	-2%	-4%	?	1%	-4%
Cc1ccc(C)c(NC(=O)C2CCCN2S(=O)(=O)c2ccc3c(c2)n(C)c(=O)c(=O)n3C)c1 (stereo not drawn)	3	1%	5%	8%	9%	-11%	-3%	4%	1%	-4%	15%
COC(=O)/C=C1/N/C(=N\c2nc(C)cc(C)n2)N(c2ccc(C)c(C)c2)C1=O	2	3%	0%	-12%	26%	-4%	-2%	-2%	-17%	1%	1%
COc1ccc(NS(=O)(=O)c2ccc(C)c(C(=O)N3CCCCCCC3)c2)cc1	/	0%	-6%	11%	-21%	0%	7%	-2%	-20%	3%	8%
O=C(CCN1CCc2ccccc2C1)Nc1cccc(F)c1	1	1%	-4%	-14%	-14%	-4%	2%	-8%	5%	6%	-8%
CCOc1ccccc1-n1c(C)cc(C=O)c1C	-6	1%	-1%	-5%	?	0%	-2%	-1%	-8%	2%	4%
COc1cccc(Nc2nc(N)nc(CCl)n2)c1	3	-8%	?	-1%	-52%[inhibitor]	-2%	-7%	4%	?	3%	-31%
O=C(NCCN1CCN(C(=O)c2ccc([N+](=O)[O-])cc2)CC1)C(=O)NCc1ccccc1	-1	2%	-2%	18%	19%	-3%	1%	8%	3%	-2%	1%
CC(C)(C)CN1CCNC[C@H]1Cc1ccc(O)cc1	2	-5%	-21%	-7%	12%	-9%	-8%	-5%	9%	14%	4%
CN(CCc1cnn(C)c1)Cc1cn[nH]c1-c1ccc(-c2ccccc2)cc1	8	-1%	-1%	1%	-35%	-2%	-2%	-5%	25%	3%	9%
Cc1cccc(CS(=O)(=O)c2ncc(Cl)c(C(=O)Nc3nnc(C(C)C)s3)n2)c1	-74*	-5%	15%	8%	-5%	3%	4%	7%	?	-4%	-4%

As entered above.
In Integrin act MD, Cc1cc(NC(=O)c2sc(Nc3ccc(F)c(Cl)c3)nc2N)no1 has the entry -14%
In TCR activator, COc1cccc(Nc2nc(N)nc(CCl)n2)c1 has the entry 4%

Going on with the list.
SMILES	TSHR antagonist	Tb PFK block	Chronic BCR inh	Eya2 phos inh	Integrin act MD	TSG101-PTAP inh	Mito fusion yeast	TCR activator	ELG1 repair inh	ASM inhibitor	AT treatment
COc1ccc(Cc2nnc(SCC(=O)Nc3ccc(C)cc3)n(N)c2=O)cc1	6	-1%	?	11%	10%	0%	-8%	-4%	?	-7%	4%
CSc1nc2ncnc(N)c2[nH]1	3	-3%	10%	-4%	-11%	-2%	4%	6%	13%	2%	-6%
O=C(Cn1c(NCCO)nc2ccccc21)NCCc1ccc(F)cc1	34	-5%	-3%	0%	1%	-5%	3%	0%	13%	5%	22%
COc1ccccc1/C=C/CN1CCC(Oc2cc(C(=O)NC3CC3)ccc2OC)CC1	4	0%	-2%	4%	-10%	0%	0%	-1%	7%	-1%	0%
N#C/C(=C/c1ccccc1[N+](=O)[O-])c1nnc2n1CCCCC2	-2	-3%	3%	-14%	0%	-3%	-1%	-26%[46.1 µM]	9%	4%	-3%
O=C1C(NS(=O)(=O)c2ccc(Br)cc2)=C(N2CCCCC2)C(=O)c2ccccc21	-10	-9%	6%	-3%	10%	-12%	21%	-3%	-3%	-11%	-12%
Cc1cccc2nc(-c3cccc(NC(=O)c4ccc(Cl)cc4)c3)cn12	11	0%	-10%	-4%	10%	-2%	27%	12%	?	-18%	6%
O=C(COC(=O)c1cc([N+](=O)[O-])ccc1N1CCOCC1)Nc1cc(F)ccc1F	-1	10%	?	-3%	-24%	-7%	5%	-2%	23µM*	-11%	-8%
CC[C@]12c3[nH]c4cc(-c5ccco5)ccc4c3CCN1C(=O)[C@@H](CC(=O)NCc1ccc(OC)c(OC)c1)C[C@@H]2C(=O)N1CCN(C(=O)C2CC2)CC1	-2	0%	1%	7%	-14%	-5%	/	1%[46.1 µM]	?	10%	-5%
O=C(Nc1ccccc1F)N(CCCN1CCOCC1)Cc1cc2cc3c(cc2[nH]c1=O)OCCO3	5	2%	?	0%	10%	-5%	5%	14%	13%	35%[activator]	-2%
CCn1nc(C)c(CN2CCC(n3nccc3NC(=O)c3ccccc3OC)CC2)c1C	-15	1%	1%	7%	0%	1%	2%	-2%	7%	-5%	8%
Cc1nn(-c2ccc(C(=O)O)cc2)c(C)c1Oc1ccccc1O	-6	-2%	-20%	-3%	22%	-13%	-2%	-1%	?	1%	/
NC(=O)CSc1nnc(NC(=O)c2ccc(S(=O)(=O)N3CCOCC3)cc2)s1	7	2%	-8%	-6%	?	0%	-1%	-5%	3%	6%	0%
CCOC(=O)c1cccc(NC(=O)Nc2ccc3c(c2)C(=O)OC3)c1	16	1%	16%	-3%	-4%	0%	0%	6%	?	-1%	0%
COc1ccc(C(=O)/C=C/c2ccc(N3CCCCC3)c([N+](=O)[O-])c2)cc1	-16	-7%	?	5%	5%	-2%	2%	0%[46.1 µM]	-20%	-10%	-2%
COc1ccc(NC(=O)C2CSC(C)(C)N2C=O)cc1 (stereo not drawn)	-2	0%	1%	2%	?	-4%	-4%	-2%	-16%	3%	-1%

Part of the list above in order of molecular weight, falling:
SMILES	TSHR antagonist	Tb PFK block	Chronic BCR inh	Eya2 phos inh	Integrin act MD	TSG101-PTAP inh	Mito fusion yeast	TCR activator	ELG1 repair inh	ASM inhibitor	AT treatment
COc1ccccc1/C=C/CN1CCC(Oc2cc(C(=O)NC3CC3)ccc2OC)CC1	4	0%	-2%	4%	-10%	0%	0%	-1%	7%	-1%	0%
COc1ccc(Cc2nnc(SCC(=O)Nc3ccc(C)cc3)n(N)c2=O)cc1	6	-1%	?	11%	10%	0%	-8%	-4%	?	-7%	4%
Cc1nn(-c2ccc(C(=O)O)cc2)c(C)c1Oc1ccccc1O	-6	-2%	-20%	-3%	22%	-13%	-2%	-1%	?	1%	/
